Screening results: PubChem BioAssay, National Center for Advancing Translational Sciences (NCATS)
CBFb RUNX1 block – blocks binding between human CBF-beta and RUNX1; AlphaScreen CBFb-His/RUNX1-biotin binding, biochemical; Potency, µM (titrated, usually from 59.8 µM), inactives show top-dose activity, negative = inhibition, most hits filed as inhibitors; Q01196+Q13951; 230,000 tested, under 10 active; AID 1477; note: % of control where 0% means no effect
Target sequence (Q01196 whole entry, looked up): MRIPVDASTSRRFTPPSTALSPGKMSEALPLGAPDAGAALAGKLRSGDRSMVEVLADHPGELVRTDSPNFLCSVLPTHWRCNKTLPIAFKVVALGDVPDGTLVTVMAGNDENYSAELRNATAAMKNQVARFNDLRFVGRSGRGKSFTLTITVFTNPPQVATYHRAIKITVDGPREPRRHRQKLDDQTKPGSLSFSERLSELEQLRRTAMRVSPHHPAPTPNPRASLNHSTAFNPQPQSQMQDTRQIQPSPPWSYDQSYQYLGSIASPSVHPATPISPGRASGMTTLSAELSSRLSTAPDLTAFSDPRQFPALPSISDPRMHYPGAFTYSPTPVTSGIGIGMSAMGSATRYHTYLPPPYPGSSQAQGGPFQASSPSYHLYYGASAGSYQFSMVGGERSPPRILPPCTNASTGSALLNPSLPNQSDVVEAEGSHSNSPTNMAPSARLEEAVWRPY
Target sequence (Q13951 whole entry, looked up): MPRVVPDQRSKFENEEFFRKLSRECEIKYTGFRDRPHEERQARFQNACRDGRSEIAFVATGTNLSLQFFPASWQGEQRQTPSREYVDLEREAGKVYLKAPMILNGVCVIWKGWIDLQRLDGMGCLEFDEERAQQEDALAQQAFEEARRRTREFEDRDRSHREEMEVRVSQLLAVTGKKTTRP
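Compounds were screened at multiple concentrations against a preformed CBF-beta(His)/RUNX1(biotin) complex (30 nM of each) for 15 min at room temperature, followed by 90 min with nickel and streptavidin beads and AlphaScreen reading.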
HTT aggregate – inhibitors of mutant huntingtin aggregate formation in PC12 cells. Potency, µM (doses to about 46.1 µM), without a hit: top-dose activity change, negative = inhibition, most hits filed as inhibitors. PC12 HttQ103-GFP aggregates, Acumen cytometry, 40 h. hit rate 1.1% among 220,000; note: potency is the fitted concentration of half-maximal effect; % is set by controls: 0 for no effect and ±100 for the full control effect; nearly all actives have a fitted effect of over 60% in size
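Steps: seed 1500 PC12 HTTQ103-GFP cells/well; add tebufenozide, 100 nM final; add compound titration; add ATPLite reagent; quantify GFP aggregates by laser scanning cytometry.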
IMPase Li cell – membrane-permeable IMPase blocker, potentiated with lithium; CHO-M1 cells, IP1 TR-FRET (IP-One), carbachol + lithium; Potency, µM (doses to about 59.4 µM), for inactives: top-dose activity, negative = IMPase inhibition, usual class: inhibitors; hit rate 0.35% among 210,000; AID 1457;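 note: IP1 builds up when IMPase is blocked and the TR-FRET signal falls; potency is the fitted concentration of half-maximal effect; plate controls were basal vehicle for no effect and high inhibitor control for full effect; nearly all actives have a fitted effect of over 50% in size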
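CHO cells stably expressing M1 receptor (2000/well, cultured 16–30 h) treated 30 min at 37C with compound plus low lithium. Cytosolic IP1 by TR-FRET (665/620 ratio and 620 channel) after 10 min lysis; AC50 by Hill fit.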
HTT ATP protect – Huntington cell model cytoprotection by ATP luminescence. PC12 HTT-Q103 induced, cytoprotection, ATP luminescence, 40 h. Potency, µM (top dose mostly 56.4 µM), for the others: cytoprotection (ATP increase), usual class: activators. AID 1471. hit rate 0.14% among 230,000;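 note: potency is the fitted concentration of half-maximal effect; % of control where 0% means no effect; nearly all actives have a fitted effect of over 45% in size; toxic huntingtin expression switched on by the ecdysone agonist tebufenozide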
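PC12 cells stably carrying ecdysone-inducible Htt exon 1 (Q103)–GFP were induced with 100 nM tebufenozide (final) alongside library compounds in a dose series. Cytoprotection was scored as retained ATP by ATPlite luminescence.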
Luc counter – blocks Kinase-Glo luciferase, a counter-screen artifact. hit rate 0.28% among 200,000. Q27757. Potency, µM (titrated, usually from 38.3 µM), for the others: at the top dose activity change, negative = inhibition, actives largely listed as inhibitors. AID 1379. Kinase-Glo luciferase, ATP luminescence, 8 min; note: potency is the fitted concentration of half-maximal effect; % is set by controls: 0 for no effect and ±100 for the full control effect; nearly all actives have a fitted effect of over 60% in size
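Inhibition of Kinase-Glo luciferase light generation was assessed at 10 uM ATP in pH 7.2 imidazole buffer, with luminescence measured after eight minutes at ambient temperature.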
Lamin A splicing – changes lamin A minigene splicing in HeLa cells; HeLa LMNA splicing GFP/RFP minigene ratio, 48 h; Potency, µM (series often up to 46.1 µM), for the others: top-dose ratio change, negative = inhibition, hits mostly inhibitors; hit rate 0.01% among 200,000; AID 1487; active = well fitted inhibition curve with a large enough effect in the signal ratio, with a control signal flat, not every such curve was filed as active; inconclusive = small, poorly fitted or top-dose-only effect, or effect the other way, or a change in a side signal; the % refers to the signal ratio; note: potency is the fitted concentration of half-maximal effect; % is set by controls: 0 for no effect and ±100 for the full control effect
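Read-out is the ratio of GFP to DsRed2 object intensity, acquired by 488 nm laser-scanning cytometry on HeLa lamin A-EGFP minigene reporter cells. Compound incubation 48 hrs at 37 °C in Opti-MEM with 2% FBS; DMSO 0.5% final.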
SMN2 splice up – SMN2 splice variant enhancement; Potency, µM (series often up to 46.1 µM), without a hit: top-dose activity change, positive = activation, hits mostly activators; hit rate 2.8% among 210,000; AID 1458; HEK293 SMN2-luciferase splicing reporter, luminescence, 30-36 h; note: potency is the fitted concentration of half-maximal effect; % of control where 0% means no effect; nearly all actives have a fitted effect of over 55% in size
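HEK293 cells carry an SMN2 minigene-luciferase reporter in which exon 7 inclusion puts luciferase in frame. Cells were seeded at 2000 cells/well, attached for 10-12 hours, then exposed to compounds for 30-36 hours at 37C before ONE-Glo luminescence.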
* = called active by the depositor; ? = inconclusive; nt = no result given; & = joins results of further samples; [ ] = another dose, or the depositor's remark. Unless noted, calls come from the whole dose curve; as a rule, active = well fitted curve in the direction sought with a large enough effect; inconclusive = small, poorly fitted or top-dose-only effect, or another doubt; inactive = no such curve, though single readings can be large; an effect the other way counts as inactive or inconclusive.

SMILES	CBFb RUNX1 block	HTT aggregate	IMPase Li cell	HTT ATP protect	Luc counter	Lamin A splicing	SMN2 splice up
C=CCn1c(=O)c(C(=O)Nc2ccccc2O)c(O)c2ccccc21	0%	10%	-5%[38.3 µM]	-27%	-5%	11%	3%
O=C(O)c1cccc(N2C(=O)c3ccc(C(=O)c4cccc([N+](=O)[O-])c4)cc3C2=O)c1	7%	27%[9.22 µM]	nt	-2%[10 µM]	nt	nt	nt
COc1ccc(CCNC(=O)/C=C/C(=O)O)cc1	0%	-20%[9.22 µM]	2%	-31%	1%	nt	-2%
Cc1cc(C)cc(NC(=O)c2cc(=O)c3ccccc3o2)c1	-11%	3%	?	-40%[inhibitor]	-5%	12%[9.22 µM]	nt
COc1ccc(C2c3[nH]c4ccccc4c3CCN2Cc2cccn2-c2ncccn2)cc1C (stereo not given)	4%	7%[9.22 µM]	20%	25%[10 µM]	-2%	nt	nt
N#CCC(CNc1ncc(C(F)(F)F)cc1Cl)OC(=O)c1ccc(Cl)cc1 (stereo not given)	7%	-1%	-1%[38.3 µM]	-10%	5%	-7%	10%
CC(C(=O)OCC(=O)c1c(N)n(C)c(=O)n(C)c1=O)N1C(=O)c2ccccc2C1=O (stereo not given)	3%	-6%	4%	15%[1.9 µM]	4%	4%	4%
CCCCOc1ccc(NC(=O)CSc2cccc3cccnc23)cc1	4%	-5%	2%	-3%[10 µM]	3%	-7%	-8%[1.84 µM]
CC(C)(Oc1ccc(Cl)cc1)C(=O)N1CCC(C(N)=O)CC1	1%	0%[9.22 µM]	-4%	-14%[10 µM]	-1%	nt	nt
Cc1c(NC2=C(Cl)C(=O)N(c3ccccc3Cl)C2=O)c(=O)n(-c2ccccc2)n1C	?	-9%	-7%	nt	-5%	-3%	12%
CC(=O)Nc1ccccc1NC(=O)c1ccccc1	5%	-6%[9.22 µM]	-9%	-6%	2%	-1%[46 µM]	-6%
Cc1noc(C)c1C(=O)N1CCOCC1	-4%	9%	19%[38.3 µM]	8%	0%	13%	4%
O=C(Nc1nc2ccccc2n1Cc1ccc(Cl)cc1)c1ccco1	6%	-16%	-4%[38.3 µM]	-36%	8%	10%	-24%
Cc1nn(-c2ccccc2)c2c1C(c1ccc([N+](=O)[O-])cc1)C(C#N)=C(N)O2 (stereo not given)	-25%	-18%[9.22 µM]	nt	2%[10 µM]	nt	nt	nt
COc1ccc(C(C)=O)cc1COc1ccccc1[N+](=O)[O-]	1%	-1%	1%	-34%[inhibitor]	3%	?	6%
OCCN(CCO)CC(O)COCCC12CC3CC(CC(C3)C1)C2 (stereo not given)	-10%	9%	59%[activator][38.3 µM]	7%	0%	-8%	7%
Clc1ccc(NC2(c3nnnn3C3CCCCC3)CCCCC2)cc1	6%	-5%	nt	-33%	nt	26%	nt
O=[N+]([O-])c1ccc(N2CCN(C(=S)Nc3ccccc3)CC2)cc1	3%	-6%	4%	1%	1%	nt	-15%
Cc1nc2sc3c(c2c(=O)n1N)CCC3	-5%	-4%	2%	-10%	0%	?	19%
O=C(CSc1nnc(CNc2ccccc2)o1)N1CCc2ccccc21	2%	13%	-10%[38.3 µM]	-8%	-2%	6%	-14%
CCc1nccn1C(=O)c1cnn2c(C(F)F)cc(-c3ccccc3)nc12	4%	-8%	-6%[38.3 µM]	-7%	3%	?	-2%
C/C=C/c1ccc(OCCCNC)c(OC)c1	5%	0%	18%[38.3 µM]	2%	-2%	-3%	2%
COc1ccc(-c2noc(COc3ccccc3OC)n2)cc1OC	9%	0%	35%[activator][38.3 µM]	12%	-2%	-13%	12%
CCC(=O)Nc1cccc(NC(=O)c2cccc([N+](=O)[O-])c2C)c1	4%	-1%	-1%	-13%[10 µM]	-4%	?	-15%
Cc1cc(O)c(C(C)C)cc1N=Cc1cc([N+](=O)[O-])ccc1O	9%	19%[9.22 µM]	nt	2%[10 µM]	nt	-30%[46 µM]	nt
CCc1ccc(CNCCSc2nnnn2C)cc1	7%	-4%[1.84 µM]	32%[activator][38.3 µM]	3%	1%	6%	-9%
COc1cccc(CN2CCNC(=O)C2CC(=O)NCc2cn3cccc(C)c3n2)c1OC (stereo not given)	1%	-15%[9.22 µM]	7%	-7%[10 µM]	2%	?	nt
N#CC1=C(N)SC(N)=C(C#N)C1c1cccc(Oc2ccccc2)c1	-10%	?	-12%	-5%	2%	?	-4%
O=c1/c(=C/c2ccccn2)sc2nc3ccccc3n12	3%	8%	-4%[38.3 µM]	-6%	13µM*	?	13µM*
Br/C(=N\Nc1nn[nH]n1)c1ccncc1	nt	nt	-1%	0%[10 µM]	-7%[7.66 µM]	nt	-11%[9.22 µM]
Cc1cccc(NC(=O)CC2Nc3cccc4cccc(c34)NC2=O)c1 (stereo not given)	-16%	-11%	22%[38.3 µM]	-6%	-2%	-6%	-14%&-21%
Cc1cc(C)c(C#N)c(N2CCOCC2)n1	-1%	0%	14%	-17%[10 µM]	1%	-3%	-5%
CCCCn1cc([N+](=O)[O-])nc1C	0%	7%[9.22 µM]	nt	17%[10 µM]	nt	nt	nt
CN1CCN(C(=O)c2ccccc2NC(=O)C(C)(C)C)CC1	14%	7%	7%	13%[10 µM]	-2%	-4%	-3%
COc1ccccc1Nc1nc(C2(C)CCC(=O)O2)cs1 (stereo not given)	3%	8%	-3%	-3%[10 µM]	1%	-5%	14%
Cc1cc(NC(=O)c2ccc(N3CCCC3)c([N+](=O)[O-])c2)no1	-2%	-12%	4%	-17%[10 µM]	3%	?	10%
CCCCCCC(=O)Nc1nc(C)c(-c2csc(Nc3cccc(OC)c3)n2)s1	?	-9%	12%[38.3 µM]	-57%[inhibitor]	-2%	?	-20%
CCc1c(C#N)sc(C(N)=O)c1CC	6%	-36%[9.22 µM]	nt	-1%[10 µM]	nt	nt	nt
O=C(O)[C@@H]1CS[C@@]2(CCCN(Cc3ccccc3)C2)N1	nt	nt	5%	6%[10 µM]	-2%[7.66 µM]	nt	2%[9.22 µM]
COc1ccc(N2CCN(C(=O)CSc3nnc4ncccn34)CC2)cc1	-4%	?	-9%[38.3 µM]	-19%	0%	12%	-22%
CCc1ccc(-c2cc(C(=O)N3N=C(C(F)F)CC3(O)C(F)F)c3ccccc3n2)cc1 (stereo not given)	-1%	?	4%[38.3 µM]	-54%[inhibitor]	-4%	?	9%
COc1ccc2[nH]c3c(=O)n(CCCN4CCOCC4)cnc3c2c1	0%	5%[9.22 µM]	nt	4%[10 µM]	nt	nt	nt
CCC(C)C(=O)Nc1nc(C)c(-c2csc(Nc3cc(Cl)ccc3OC)n2)s1 (stereo not given)	-11%	-24%	18%[38.3 µM]	-24%	-7%	?	-27%
C/C(=N/NC(=O)CNc1ccc(C)cc1)c1ccc(Br)s1	22%	?	41%[38.3 µM]	0%[10 µM]	0%	-7%	7%
Cc1ccc(SCCC(=O)Nc2ccccc2C(=O)N2CCOCC2)cc1	7%	12%	-3%	nt	1%	-2%	2%
O=S(=O)(c1ccc(Cl)cc1)N1CCC(N2CCOCC2)CC1	11%	-4%	18%[38.3 µM]	-11%	-4%	6%	?
Cc1ccc(S(=O)(=O)/N=C(/c2ccccc2)N2CCOCC2)cc1	-1%	nt	-1%	nt	-4%	nt	1%
C=CCn1c(SCc2ccc(Cl)c(Cl)c2)nnc1C(CO)NC(=O)c1ccc(OC)cc1 (stereo not given)	2%	4%	-16%	-6%[10 µM]	0%	?	-11%
Cc1nnc2n(Cc3ccccc3)c(=O)c3c4c(sc3n12)COC(C(C)C)C4 (stereo not given)	1%	3%	0%[38.3 µM]	-4%	-1%	?	-4%
O=C(NCCc1nc2ccccc2[nH]1)/C(=C/c1ccc2c(c1)OCO2)NC(=O)c1ccccc1Cl	1%	-2%	-2%	-10%[10 µM]	4%	-3%	-4%
COc1cc(OC)cc(C(=O)NNc2nc3cc4c(cc3s2)OCO4)c1	-13%	-21%	17%	nt	0%	-3%	-20%
COc1cccc(/C=N/Nc2ncnc(Cl)c2N)c1O	nt	?	7%	-86%[inhibitor][10 µM]	-5%	?	nt
COc1ccc(NC(=O)Nc2nnc(-c3cccs3)s2)cc1	5%	20%[9.22 µM]	nt	-11%[10 µM]	nt	nt	nt
CC(C)NC(=O)C1CCN(C2CCN(C(=O)c3ccc4cccc(F)c4n3)CC2)CC1	2%	-2%[9.22 µM]	nt	14%[10 µM]	nt	nt	nt
Cc1[nH][nH]c(=O)c1C(c1ccc(-c2ccccc2C(=O)O)o1)c1c(C)[nH][nH]c1=O	-29%	10%	4%	-54%	-4%	nt	14%
COC(=O)c1nnn(-c2nc(N3CCOCC3)nc(N3CCOCC3)n2)c1C	-4%	-6%	8%	-19%[10 µM]	1%	-4%[46 µM]	11%
CCNc1c(C(=O)O)ccc2c1C(=O)c1ccccc1C2=O	-5%	-8%	48%[activator]	10%[10 µM]	?	-8%	-31%[inhibitor]
CN(C)c1ccc(-c2nc3cnccn3c2Nc2ccc3c(c2)OCCO3)cc1	?	-3%[9.22 µM]	nt	13%[10 µM]	nt	nt	nt
COc1ccc(C2C3C=CCC(c4cccc(-c5ccc(C)cc5)c4)C3C(=O)N2Cc2ccccc2)cc1Cl (stereo not given)	14%&-5%	?	nt	-47%[inhibitor][10 µM]	nt	nt	nt
CC1(C(=O)NNC(=O)C2CCCCC2)CC1(Cl)Cl (stereo not given)	3%	15%[9.22 µM]	nt	42%[10 µM]	nt	nt	nt
Clc1ccc(Nc2cc(-c3ccccc3)nc3ncnn23)cc1	2%	-26%[9.22 µM]	nt	-4%[10 µM]	nt	nt	nt
CCOC(=O)Cc1csc(N)n1	3%	-2%	-5%[38.3 µM]	10%	-2%	-4%	-4%

A few values from the list:
Result for Cc1[nH][nH]c(=O)c1C(c1ccc(-c2ccccc2C(=O)O)o1)c1c(C)[nH][nH]c1=O in IMPase Li cell: 4%
Result for O=S(=O)(c1ccc(Cl)cc1)N1CCC(N2CCOCC2)CC1 in HTT aggregate: -4%
Result for CN(C)c1ccc(-c2nc3cnccn3c2Nc2ccc3c(c2)OCCO3)cc1 in HTT aggregate: -3%[9.22 µM]

Two records picked at random from those above, as already listed:
SMILES	CBFb RUNX1 block	HTT aggregate	IMPase Li cell	HTT ATP protect	Luc counter	Lamin A splicing	SMN2 splice up
COc1cccc(/C=N/Nc2ncnc(Cl)c2N)c1O	nt	?	7%	-86%[inhibitor][10 µM]	-5%	?	nt
CCc1ccc(-c2cc(C(=O)N3N=C(C(F)F)CC3(O)C(F)F)c3ccccc3n2)cc1 (stereo not given)	-1%	?	4%[38.3 µM]	-54%[inhibitor]	-4%	?	9%
